# RGS8-Gao reg = RGS8-Galphao binding modulators, primary screen, biochemical, multiplexed bead flow cytometry; actives lie on both sides; response (percent of control binding), % at 10 µM; Guanine nucleotide-binding protein G(o) subunit alpha (Homo sapiens), P09471; hit rate 0.34% among 220,000; in the data active = response below about 60% or above about 140%; inactive = in between;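 also: Galphao activated as the GDP aluminium fluoride complex binding bead-coupled RGS8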
# Target sequence (P09471 whole entry, looked up): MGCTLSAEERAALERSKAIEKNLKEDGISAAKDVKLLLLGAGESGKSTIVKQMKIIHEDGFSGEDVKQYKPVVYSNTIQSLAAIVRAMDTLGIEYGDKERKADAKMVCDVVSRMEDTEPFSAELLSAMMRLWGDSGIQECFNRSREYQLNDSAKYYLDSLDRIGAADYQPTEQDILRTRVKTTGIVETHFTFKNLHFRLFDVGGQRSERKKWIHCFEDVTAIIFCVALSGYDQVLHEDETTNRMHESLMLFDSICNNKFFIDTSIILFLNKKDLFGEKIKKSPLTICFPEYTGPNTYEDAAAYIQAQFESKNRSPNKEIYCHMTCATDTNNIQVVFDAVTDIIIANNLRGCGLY
# Bim-Bcl-2 = inhibitors of Bim-Bcl-2 binding, primary screen, biochemical, multiplexed, human Bcl-2 family; hit rate 0.06% among 190,000; Bead-based flow cytometry, Bim peptide-Bcl-2 binding; Apoptosis regulator Bcl-2 (Homo sapiens), P10415; AID 950, 2007; inhibition, % at 10 µM; in the data active = inhibition above about 40%; inconclusive = no clear call, values can overlap the other calls;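 also: 0% = no compound wells with probe peptide and 100% = reference peptide inhibitor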
# Target sequence (P10415 whole entry, looked up): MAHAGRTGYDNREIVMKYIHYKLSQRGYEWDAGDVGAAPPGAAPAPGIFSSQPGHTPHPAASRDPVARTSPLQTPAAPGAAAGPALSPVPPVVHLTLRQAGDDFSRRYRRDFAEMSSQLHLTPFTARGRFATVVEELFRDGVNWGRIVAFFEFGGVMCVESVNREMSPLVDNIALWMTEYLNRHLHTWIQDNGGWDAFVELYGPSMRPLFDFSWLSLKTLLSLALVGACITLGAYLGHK
# ABCG2 inh = ABCG2 efflux pump inhibitors, primary screen, multiplex with ABCB1, IgMXP3 cells, flow cytometry; inhibition, % at 6.6 µM; JC-1 efflux; Broad substrate specificity ATP-binding cassette transporter ABCG2 (Homo sapiens), Q9UNQ0; hit rate 0.1% among 190,000;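 active = inhibition above 80%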;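 also: 0% = DMSO and 100% = nicardipine control wells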
#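 Read-out basis: Efflux inhibition in percent versus controls | Test system: ABCG2 IgMXP3 and barcoded ABCB1 CCRF-Adr cell mix | Quantity: 3 million cells/mL in well | Schedule: 10 min at 25 °C | Control set: Nicardipine as high control, DMSO as low control | Reagent: JC-1 as fluorescent efflux pump substrate | Signal: Flow cytometry of retained JC-1 fluorescence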
# ABCB1 block = ABCB1 efflux pump inhibitors, primary screen, cell-based, multiplex, flow cytometry, ABCG2 counter-screen. ATP-dependent translocase ABCB1 (Homo sapiens), P08183. CCRF-Adr cells, JC-1 efflux. inhibition, % at 6.6 µM. hit rate 0.067% among 190,000. AID 1326, 2008; in the data active = inhibition above about 40%;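 also: 0% = vehicle and 100% = reference inhibitor; higher value means more JC-1 retained so stronger ABCB1 efflux block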
# RGS7-Gao = RGS7-Galphao binding modulators, primary screen, biochemical, multiplexed bead flow cytometry | actives lie on both sides | binding response (% of control), % at 10 µM | hit rate 0.35% among 220,000 | AID 1439, 2008 | Guanine nucleotide-binding protein G(o) subunit alpha (Homo sapiens), P09471; in the data active = binding response below about 49% or above about 150%; inconclusive = no clear call, values can overlap the other calls; inactive = in between;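 also: fluorescent Galphao held in activated GDP-AlF4 state binding bead-coupled RGS7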
# Mcl-1 Bim block = inhibitors of Bim peptide binding to Mcl-1, primary screen, biochemical, bead-based flow cytometry, multiplex | AID 1009, 2008 | inhibition, % at 10 µM | hit rate 0.1% among 190,000 | Bim peptide-Mcl-1 binding;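 also: 0% = no compound tracer wells and 100% = peptide blocker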
# Bcl-XL Bim block = inhibitors of Bim-Bcl-XL binding, primary screen, biochemical, multiplexed, bead flow cytometry, human Bcl-XL; Bim peptide-Bcl-XL binding, fluorescence; hit rate 0.04% among 190,000; Bcl-2-like protein 1 (Homo sapiens), Q07817; inhibition, % at 10 µM
# Target sequence (Q07817 whole entry, looked up): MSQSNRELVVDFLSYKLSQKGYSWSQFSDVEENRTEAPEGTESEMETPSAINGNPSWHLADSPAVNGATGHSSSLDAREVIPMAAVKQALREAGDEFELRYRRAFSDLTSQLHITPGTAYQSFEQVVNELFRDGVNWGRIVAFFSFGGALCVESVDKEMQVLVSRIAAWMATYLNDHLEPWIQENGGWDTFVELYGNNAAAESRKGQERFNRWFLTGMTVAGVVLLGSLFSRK
# Bim-Bfl-1 = inhibitors of Bim binding to Bfl-1, primary screen, biochemical, multiplexed, bead-based flow cytometry. inhibition, % at 10 µM. Bcl-2-related protein A1 (Homo sapiens), Q16548. hit rate 0.12% among 190,000. Bim-Bfl-1 binding inhibition;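 also: 0% = wells without compound plus tracer and 100% = blocker peptide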
# Bcl-W Bim block = inhibitors of Bim binding to Bcl-W, primary screen, biochemical, multiplexed, bead-based flow cytometry; Bim peptide-Bcl-W binding; hit rate 0.02% among 190,000; inhibition, % at 10 µM;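 also: 0% = bound tracer without compound and 100% = peptide blocker; higher means less fluorescent Bim peptide bound to Bcl-W beads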
# RGS4-Gao reg = modulators of RGS4 binding to Galphao, primary screen, biochemical, multiplexed bead flow cytometry. Guanine nucleotide-binding protein G(o) subunit alpha (Homo sapiens), P09471. actives lie on both sides. binding response (% of control), % at 10 µM. hit rate 0.33% among 220,000. AID 1415, 2008; in the data active = binding response below about 49% or above about 150%; inactive = in between;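 also: fluorescent Galphao activated with aluminum fluoride binding bead-coupled RGS4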
# Bcl-B Bim block = inhibitors of Bim-Bcl-B binding, primary screen, biochemical, multiplexed, human Bcl-2 family | Bcl-2-like protein 10 (Homo sapiens), Q9HD36 | bead-based flow cytometry, Bim peptide-Bcl-B binding | inhibition, % at 10 µM | hit rate 0.073% among 190,000 | AID 951, 2007;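 also: 0% = tracer peptide without compound and 100% = reference inhibitor peptide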
# Target sequence (Q9HD36 whole entry, looked up): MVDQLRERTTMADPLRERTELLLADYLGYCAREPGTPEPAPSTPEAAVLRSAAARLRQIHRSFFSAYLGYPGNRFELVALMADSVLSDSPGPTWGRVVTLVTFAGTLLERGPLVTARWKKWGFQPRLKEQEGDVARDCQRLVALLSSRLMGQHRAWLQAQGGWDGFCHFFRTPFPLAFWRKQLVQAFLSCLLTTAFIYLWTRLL
# Numbers without * were called inactive; ? = inconclusive. Rule as the data show it, unless noted: active = inhibition above about 40%.
SMILES,RGS8-Gao reg,Bim-Bcl-2,ABCG2 inh,ABCB1 block,RGS7-Gao,Mcl-1 Bim block,Bcl-XL Bim block,Bim-Bfl-1,Bcl-W Bim block,RGS4-Gao reg,Bcl-B Bim block
Cc1oc2cc(O)ccc2c(=O)c1Oc1ccccc1,96,-3,2,0.2,98,1,-4,-10,1,100,-3
CN1CCc2c(OCC(=O)N3N=C(c4cccs4)CC3c3ccc(F)cc3)cccc2C1=O (stereo not drawn),100,-6,22,14,103,-4,-9,-5,-5,104,-12
CCOC(=O)Cc1csc(NC(=O)c2c(-c3ccccc3)noc2C)n1,98,-10,24,0.1,100,-1,-4,-14,-2,101,-10
COc1ccc2cc(C(=O)Nc3ccc(O)cc3)sc(=O)c2c1OC,103,-4,0,-0.2,99,-6,-12,-3,-7,103,-11
COc1ccc(CCNC(=O)c2c(-c3ccccc3)noc2C)cc1OC,102,1,2,0.8,100,3,0,0,1,106,0
CCCCC(=O)NC(=S)NNC(=O)CC,88,-5,0,-0.1,92,-2,-3,-1,-2,88,-15
Cc1ccc(N(Cc2ccc([N+](=O)[O-])cc2)C(=O)c2ccco2)cc1,101,-12,46,2.7,100,-1,-7,-18,0,100,-9
O=c1[nH]c2ccc(Cl)cc2c(-c2ccccc2)c1N1CCN(CCO)CC1,100,-1,2,0.5,101,-2,-3,0,0,104,1
CCOc1cc(/C=N/NC(=O)c2nn(C)cc2Br)ccc1OCc1ccccc1,100,-13,4,1.8,98,-2,-3,-16,-1,99,7
CCc1nc2ccccc2c(C(=O)Oc2ccc(C(=O)OC)cc2)c1C,101,1,26,0.6,101,2,0,7,1,97,0
NC(=S)Cc1nc(-c2ccc(Cl)cc2)cs1,101,-2,-1,-0.6,101,-4,-4,-1,-3,103,-15
CCOC(=O)c1ccc(N2C(=O)C3ON(c4ccccc4)C(c4ccco4)C3C2=O)cc1 (stereo not drawn),101,-11,1,0.7,101,1,-3,-17,0,101,-9
CC(Sc1nnc(-c2cccnc2)n1-c1ccccc1)C(=O)NCc1ccc2c(c1)OCO2 (stereo not drawn),102,-6,6,0.6,97,-3,-6,-15,0,103,-11
Nc1nc(SCC(=O)Nc2ccccc2Sc2ccccc2)n[nH]1,99,-6,0,-0.1,102,5,-4,-11,1,98,-1
O=C1CSC(c2ccc(Cl)cc2)N1Nc1nc(N2CCOCC2)nc(N2CCOCC2)n1 (stereo not drawn),100,-2,6,5.5,?,-1,-3,-5,-2,98,-4
CC(CNc1ccc([N+](=O)[O-])cc1)NC(=O)c1ccccc1Br (stereo not drawn),99,-6,10,1.4,100,-2,-1,-13,0,100,-7
Cc1ccc(Cl)cc1N1CCN(C(=O)Cc2c(C(=O)O)[nH]c3ccccc23)CC1,97,0,3,0.8,107,-2,0,-1,-1,108,0
O=C(O)/C=C/C(=O)N1CCN(c2ccccc2F)CC1,104,-2,0,-0.3,102,-3,-5,-4,-1,104,-3
COc1ccccc1NC(=O)CSc1nnc(Cc2ccccc2)o1,102,-10,3,0.7,98,-5,-13,-13,-1,103,-12
CCOC(=O)C1CCN(Cc2ccccc2C(F)(F)F)CC1,102,12,1,0.3,103,-6,-4,-1,-2,110,-3

# Some of the entries above in another layout.
Molecule	RGS8-Gao reg	Bim-Bcl-2	ABCG2 inh	ABCB1 block	RGS7-Gao	Mcl-1 Bim block	Bcl-XL Bim block	Bim-Bfl-1	Bcl-W Bim block	RGS4-Gao reg	Bcl-B Bim block
CN1CCc2c(OCC(=O)N3N=C(c4cccs4)CC3c3ccc(F)cc3)cccc2C1=O (stereo not drawn)	100	-6	22	14	103	-4	-9	-5	-5	104	-12
CCOC(=O)Cc1csc(NC(=O)c2c(-c3ccccc3)noc2C)n1	98	-10	24	0.1	100	-1	-4	-14	-2	101	-10
COc1ccc2cc(C(=O)Nc3ccc(O)cc3)sc(=O)c2c1OC	103	-4	0	-0.2	99	-6	-12	-3	-7	103	-11
COc1ccc(CCNC(=O)c2c(-c3ccccc3)noc2C)cc1OC	102	1	2	0.8	100	3	0	0	1	106	0
CCCCC(=O)NC(=S)NNC(=O)CC	88	-5	0	-0.1	92	-2	-3	-1	-2	88	-15
Cc1ccc(N(Cc2ccc([N+](=O)[O-])cc2)C(=O)c2ccco2)cc1	101	-12	46	2.7	100	-1	-7	-18	0	100	-9
O=c1[nH]c2ccc(Cl)cc2c(-c2ccccc2)c1N1CCN(CCO)CC1	100	-1	2	0.5	101	-2	-3	0	0	104	1
CCOc1cc(/C=N/NC(=O)c2nn(C)cc2Br)ccc1OCc1ccccc1	100	-13	4	1.8	98	-2	-3	-16	-1	99	7
CCc1nc2ccccc2c(C(=O)Oc2ccc(C(=O)OC)cc2)c1C	101	1	26	0.6	101	2	0	7	1	97	0
NC(=S)Cc1nc(-c2ccc(Cl)cc2)cs1	101	-2	-1	-0.6	101	-4	-4	-1	-3	103	-15
CCOC(=O)c1ccc(N2C(=O)C3ON(c4ccccc4)C(c4ccco4)C3C2=O)cc1 (stereo not drawn)	101	-11	1	0.7	101	1	-3	-17	0	101	-9

# Later entries
SMILES,RGS8-Gao reg,Bim-Bcl-2,ABCG2 inh,ABCB1 block,RGS7-Gao,Mcl-1 Bim block,Bcl-XL Bim block,Bim-Bfl-1,Bcl-W Bim block,RGS4-Gao reg,Bcl-B Bim block
CC1(C)CC(=O)C2=C(C1)NC1=C(C(=O)c3ccccc31)C2c1ccc(O)cc1 (stereo not drawn),100,-1,8,1.2,101,-6,-5,-1,-5,101,-11
COc1ccccc1NC(=S)NNC(=O)c1ccncc1,97,-2,0,-0.2,91,-3,-5,-2,-3,99,-15
C[C@H](NC(=O)NCCc1ccccc1)C(=O)O,101,-14,31,1.4,101,-1,-8,-14,-3,100,-7
O=[N+]([O-])c1cc(C(F)(F)F)ccc1NCCCN1CCOCC1,102,0,1,0.2,?,0,0,-6,0,100,0
O=C(/C=C/Nc1ccc(F)cc1F)c1ccco1,99,2,7,0.5,101,6,0,-2,0,101,0
COCCOC(=O)C1=C(C)NC2=C(C(=O)CCC2)C1c1cc2c(cc1Br)OCO2 (stereo not drawn),93,-3,2,0.8,92,4,-1,-7,3,93,-4
CN(C)c1ccc(/C=C/C=N/Nc2nc(N3CCOCC3)nc(N3CCOCC3)n2)cc1,100,-4,2,0.6,98,-4,-6,-4,-1,99,-5
CCOC(=O)C1C(C)=CC(=O)CC1c1ccco1 (stereo not drawn),105,-6,0,0.2,99,0,-3,-16,0,106,-6
O=C(Nc1ccc(S(=O)(=O)N2CCOCC2)cc1)c1cccs1,101,-1,6,0.3,100,0,2,0,0,102,0
CCOc1ccccc1NC(=O)Cn1nnc(C(=O)NCCc2ccc(OC)c(OC)c2)c1N,101,0,1,-0.1,103,0,0,-4,0,103,-2
Cn1ncc(Br)c1C(=O)N1CCN(C(=O)c2ccco2)CC1,108,-12,1,0.6,106,4,-1,-6,0,105,-8
CCn1c(SCc2nc3ccccc3[nH]2)nnc1-c1ccc(OC)cc1,99,-1,0,0.4,97,-4,-2,0,-6,100,-8
CC(C)(C)NC(=O)CN(C(=O)C(=O)Nc1ccc2c(c1)OCCO2)C(C)(C)C,100,0,0,-0.1,?,1,-2,-2,0,98,-2
CCN(CC)S(=O)(=O)c1ccc(NC(=O)C2c3ccccc3Oc3ccccc32)cc1,105,-5,0,0.2,107,-4,-9,-4,-2,109,-5
COc1ccc(OC)c(NC(=O)CSC2=C(C#N)C(c3ccco3)C3=C(CCCC3=O)N2)c1 (stereo not drawn),98,-1,3,1.2,95,-2,-3,-1,-5,96,-4
O=C(CC1Sc2ccccc2NC1=O)c1ccc(Br)cc1 (stereo not drawn),106,-1,0,0.1,99,-2,-3,-2,-4,100,-7
O=C(NC(Cc1ccc(F)cc1)C(=O)O)c1ccccc1 (stereo not drawn),102,-7,-3,0.7,123,0,-2,-10,0,98,-4
Cn1cc(C(=O)NC2CCCCC2)c(=O)c2cc(S(=O)(=O)N3CCCC3)ccc21,100,-11,4,0.7,97,-4,-11,-10,5,97,-11
CCOC(=O)c1cnn(CCOC(=O)c2ccc(F)cc2)c1NC(=O)c1ccc(F)cc1,104,2,9,1.6,101,-3,-1,-1,0,100,-3
C[C@H]1CN=C2N(CCNC(=O)CCC3CCCCC3)[C@H](Cc3ccc(O)cc3)CN21,97,0,1,0.2,97,-1,-2,-4,-2,95,-4

# A draw from above in order of heavy-atom count, low to high:
SMILES,RGS8-Gao reg,Bim-Bcl-2,ABCG2 inh,ABCB1 block,RGS7-Gao,Mcl-1 Bim block,Bcl-XL Bim block,Bim-Bfl-1,Bcl-W Bim block,RGS4-Gao reg,Bcl-B Bim block
COc1ccccc1NC(=S)NNC(=O)c1ccncc1,97,-2,0,-0.2,91,-3,-5,-2,-3,99,-15
O=C(Nc1ccc(S(=O)(=O)N2CCOCC2)cc1)c1cccs1,101,-1,6,0.3,100,0,2,0,0,102,0
CCn1c(SCc2nc3ccccc3[nH]2)nnc1-c1ccc(OC)cc1,99,-1,0,0.4,97,-4,-2,0,-6,100,-8

# (further entries)
SMILES,RGS8-Gao reg,Bim-Bcl-2,ABCG2 inh,ABCB1 block,RGS7-Gao,Mcl-1 Bim block,Bcl-XL Bim block,Bim-Bfl-1,Bcl-W Bim block,RGS4-Gao reg,Bcl-B Bim block
Cc1nc(C(C)NC(=O)CCc2nnc(CCCc3ccccc3)o2)c(C)s1 (stereo not drawn),105,-2,2,0.3,101,-2,-2,-6,-3,97,-1
O=C(NCCCN1CCN(Cc2ccccc2Cl)CC1)Nc1ccccc1,112,0,1,0.5,108,-1,-1,-1,0,104,-2
NC(N)=NC1=NC(=O)C(Cc2ccccc2)S1 (stereo not drawn),106,0,1,0.2,103,0,1,-4,0,100,-1
COc1ccc(N2CCN(c3nc(Nc4ccc(C)c(F)c4)nc(N4CCCC4)n3)CC2)cc1,102,-1,7,1.9,102,6,-5,-5,-6,105,-8
C/C(CC(C)(C)C1CCCCC1)=N\NC(N)=S,97,-7,1,0.2,101,-3,-9,-10,-5,100,-15
COC(=O)c1c(NC(=O)c2ccc(C)c(S(=O)(=O)Nc3ccccc3C)c2)sc2c1CCCC2,100,-12,-6,-5.5,100,0,-6,-10,0,101,-9
O=C(CCNc1cc(Cl)cc(Cl)c1)c1ccco1,97,0,2,0.1,100,0,0,0,0,96,2
Cn1c(N)c(N2CCN(c3ccccc3)CC2)c(=O)[nH]c1=O,102,-3,0,0.1,?,0,0,-5,0,102,-2
CCNC(=S)SCCOc1ccc(C)cc1,101,-3,3,-0.1,108,0,3,0,4,105,2

# Screening results: PubChem, NMMLSC
